Bioassay records: PubChem BioAssay, several laboratories
HIV RNase H inh: HIV-1 RT RNase H inhibitors, primary screen, biochemical, fluorescence | inhibition, % at 10 µM | RT-RNase H RNA/DNA duplex cleavage | Gag-Pol polyprotein (Human immunodeficiency virus type 1 group M subtype B (isolate … | 65,000 compounds, 1.9% hits; in the data active means inhibition above about 50%
RmlCD inh mix: RmlC and RmlD coupled enzyme inhibitors, primary screen, biochemical, 384-well, compound mixtures, retest; RmlC/RmlD coupled enzyme inhibition, 384-well mixture HTS; inhibition, % at 5.5 µM; 110,000 compounds, 0.39% hits; AID 1532, 2009; in the data active means inhibition above about 30%, passing the limit was not always enough; inconclusive means no clear call, values can overlap the other calls; further: strong numbers were not always called active
Numbers without * were called inactive; ? = inconclusive; / = not tested or not shown. These rows are one share of the data; the hit share may differ from the screen's.

Sample of the layout, 7 compounds:
structure,HIV RNase H inh,RmlCD inh mix
COc1ccc(S(=O)(=O)CC(O)CN2CCCC2=O)cc1 (stereo not given),/,-15
COc1cc(S(=O)(=O)N(Cc2ccco2)C2CCCC2)ccc1-n1cnnn1,-9,11
CCc1nc(SCC(=O)NCc2ccco2)c2c(=O)n(C)c(=O)n(C)c2n1,-10,-10
O=C(OC1CCCCC1)c1ccc(NC(=O)C2CCCCC2)cc1,/,-13
COc1ccc(OC)c(S(=O)(=O)NCc2cn3c(C)csc3n2)c1,-7,-13
O=C(Nc1ccc(Cl)cc1)c1csc(-c2ccccc2)n1,/,-5
O=C(C1CCCN(S(=O)(=O)c2cccc3nonc23)C1)N1CCC(Cc2ccccc2)CC1 (stereo not given),8,-8

Main list, repeating the preview:
structure,HIV RNase H inh,RmlCD inh mix
COc1ccc(S(=O)(=O)CC(O)CN2CCCC2=O)cc1 (stereo not given),/,-15
COc1cc(S(=O)(=O)N(Cc2ccco2)C2CCCC2)ccc1-n1cnnn1,-9,11
CCc1nc(SCC(=O)NCc2ccco2)c2c(=O)n(C)c(=O)n(C)c2n1,-10,-10
O=C(OC1CCCCC1)c1ccc(NC(=O)C2CCCCC2)cc1,/,-13
COc1ccc(OC)c(S(=O)(=O)NCc2cn3c(C)csc3n2)c1,-7,-13
O=C(Nc1ccc(Cl)cc1)c1csc(-c2ccccc2)n1,/,-5
O=C(C1CCCN(S(=O)(=O)c2cccc3nonc23)C1)N1CCC(Cc2ccccc2)CC1 (stereo not given),8,-8
COc1ccccc1NC(=O)c1ccccc1NS(=O)(=O)N1CCCC1,-5,-9
CCCCn1c(SCc2cc(=O)[nH]c3ccccc23)nc2c1c(=O)n(C)c(=O)n2C,-9,28
CC12CN(C(=O)c3ccccc3)C3(C#N)CC1CCC23C (stereo not given),-10,-8
Cc1csc2ncc(C(=O)NCCc3ccccc3)c(=O)n12,/,3
CCOC(=O)C1CCN(Cc2nc3ccccc3c(=O)n2-c2ccc(OCC)cc2)CC1,-7,7
Cn1nc(-c2ccc(OCC(=O)Nc3cccnc3)cc2)c2ccccc2c1=O,-27,8
COc1ccnc(N=CNOCc2ccc(F)cc2Cl)c1C#N,/,-19
Cc1ccc(C(=O)CSc2nnc(-c3ccco3)n2CC2CCCO2)cc1 (stereo not given),-1,-15

Reprinted at random: 3 compounds from above, in no set order.
structure,HIV RNase H inh,RmlCD inh mix
O=C(OC1CCCCC1)c1ccc(NC(=O)C2CCCCC2)cc1,/,-13
CCc1nc(SCC(=O)NCc2ccco2)c2c(=O)n(C)c(=O)n(C)c2n1,-10,-10
COc1cc(S(=O)(=O)N(Cc2ccco2)C2CCCC2)ccc1-n1cnnn1,-9,11

Later entries
structure,HIV RNase H inh,RmlCD inh mix
CN1CCCC(n2nc(Cc3ccc(Cl)cc3)c3ccccc3c2=O)CC1 (stereo not given),/,-10
Cc1ccc2[nH]c3c(NCCN4CCOCC4)ncnc3c2c1,-7,/
FC(F)(F)c1ccc2c(c1)N(CCCN1CCN(CCCl)CC1)c1ccccc1S2,/,-3
Cn1c(CSCc2ccc(F)cc2)nnc1SCC(=O)N1CCN(c2ccccc2)CC1,/,-11
COCCCNC(=O)CN(c1cccc(Cl)c1)S(C)(=O)=O,-11,-2
CC(C)=C1C2CCC1C1C(=O)N(c3nc(-c4ccc(C(C)C)cc4)c(C)s3)C(=O)C21 (stereo not given),/,1
CN1C=CC(=C2C(=O)c3ccccc3C2=O)C=C1,-12,-14
CCN(CC)S(=O)(=O)c1cccc(-c2nnc(SC(C)C(=O)NCCC3=CCCCC3)o2)c1 (stereo not given),-9,58
COc1cccc(-c2noc(C3CCCN(C(=O)Cc4ccccc4)C3)n2)c1 (stereo not given),-9,4
O=C(NCC1COc2ccccc2O1)c1ccc(NC(=O)C2CCCO2)cc1 (stereo not given),4,-3
O=C(N/N=C/c1ccc([N+](=O)[O-])cc1)c1ccc2nc[nH]c2c1,/,-15
COc1ccc(C2(C(=O)NCC3CCCO3)CCOCC2)cc1 (stereo not given),-3,-6
C=CCn1c(SCc2c(C)noc2C)nc2sc(C)c(C)c2c1=O,/,29
O=C(NC(NNc1ccc([N+](=O)[O-])cc1)(C(F)(F)F)C(F)(F)F)c1ccc(Cl)cc1,/,-10
CCCCCCC(=O)NCC(=O)OCC(=O)c1ccccc1,-15,-9
CC(=O)N1c2c(cc(Br)cc2S(=O)(=O)NCC2COc3ccccc3O2)CC1C (stereo not given),-43,-8
CCNC(=O)COn1c(SCC(=O)NCC)nc2ccccc2c1=O,-1,?
C=CCN(CC=C)C(=S)Nc1ccccc1,/,-11
CC(C)c1nc(-c2c(N)n(C)c(=O)n(C)c2=O)sc1C(=O)C(C)(C)C,-3,-14
O=C(c1ccc2nc(-c3ccco3)c(-c3ccco3)nc2c1)N1CCN(c2ncccn2)CC1,/,4
FC(F)(F)c1cc(C(F)(F)F)c2ccc(N3CCN(c4ccc(Cl)cc4)CC3)nc2n1,/,-6
Cc1nc2ncnn2c(C)c1CCC(=O)NCCC1=CCCCC1,-21,1
CCc1nnc(NC(=O)c2ccc(Cl)c(S(=O)(=O)N3CCc4ccccc43)c2)s1,/,-21
COc1cc2c(cc1OC)C1(CCCC1)C(N)=C2C#N,-2,5
CCCCCn1c(SCCC(C)C)nc2c1c(=O)[nH]c(=O)n2C,55*,14
Clc1ccc(-n2ncc3c(NCc4cccs4)ncnc32)cc1,3,-14
CCOC1Cc2ccccc2N(C(N)=O)c2ccccc21 (stereo not given),/,-6
Cc1cc(C(=O)NC2CCCC2)on1,-8,4
COC(=O)c1ccccc1NC(=O)C12CCC(C)(C(=O)O1)C2(C)C (stereo not given),-3,/
CCOc1ccc(-c2onc(C(F)(F)F)c2-c2cscn2)c(O)c1,/,-9
O=C(CSc1nnnn1C1CCCCC1)NCc1ccc2c(c1)OCO2,-11,17
COC(=O)c1cccc(Nc2nc3ccccc3nc2C)c1,-8,-8
CCCN(c1ccc(OCC)cc1)c1ncnc2nc[nH]c12,-10,-7
CCOC(=O)c1c(-c2ccccc2)nc2ccc(Cl)cn12,/,4
CS(=O)(=O)N1CCC(C(=O)Nc2cccc(C(F)(F)F)c2)CC1,-3,-6
O/N=C\c1cccn1-c1ccc(Br)cc1,/,-15
O=C(O)CCC(=O)NCCn1c(-c2ccccc2)csc1=Nc1ccccc1,6,6
COc1ccc(S(=O)(=O)NCC2CCC(C(=O)N3CCC4(CC3)OCCO4)CC2)cc1 (stereo not given),5,4
CCCn1c(SCC(N)=O)nnc1-c1ccco1,-17,-14
CCOC(=O)c1c(N)sn(-c2ccccc2)c1=S,2,18
CCc1ccccc1NC(=O)/C(C#N)=C\c1ccc(Sc2ccccc2)o1,/,10
COC(=O)c1cc(NC(=O)Nc2cccc(Cl)c2)ccc1Cl,/,-14
CCn1c(SCC(=O)NCCc2ccccc2)nnc1-c1cccs1,-9,14
C/C(CCc1c[nH]c2ccccc12)=N\O,5,11
CCOC(=O)/C(=C/c1c[nH]c2ccccc12)NC(C)=O,/,1
COc1ccc(CN2C(=O)CCC2(C)C(=O)NC2CCCCC2)c(OC)c1 (stereo not given),-13,1
CCOC(=O)c1sc2nccc(N(C)C)c2c1N=CN(C)C,-8,17
O=C(CCCn1c(=O)c2sccc2n(Cc2cc(=O)n3ccccc3n2)c1=O)NCc1ccco1,-14,-26
C#CCn1c(=NC(=O)c2ccc(Br)s2)sc2cccc(OC)c21,/,-20
Cc1nn(-c2ccc(C(F)(F)F)cn2)c(C)c1Oc1ccccc1O,/,-8
CC(CO)Nc1nc(SCc2ccccc2)nc2sc3c(c12)CCC3 (stereo not given),/,60
CCOC(=O)c1ccc2c(c1)n(CCO)c(C)[n+]2CC,8,-17
CCN(CC)CCNC(=O)Cc1nn(CC)c(=O)c2ccccc12,0,2
CC(=O)Nc1ccc(OCC=C(Cl)Cl)cc1,29,-5
Cc1cccc(C)c1N(CC(=O)Nc1cc(Cl)ccc1Oc1ccccc1)S(C)(=O)=O,/,-9
CC(=O)Nc1ccccc1-c1nc2ccccc2nc1OCC(=O)c1ccc(Br)cc1,/,9
CCCCOc1ccc(OCCNS(=O)(=O)N(C)C)cc1,-3,3
CC1CC(C)(C)NC(=S)S1 (stereo not given),78*,-7
COc1ccc(S(=O)(=O)n2nc(OC(=O)c3cccs3)cc2NC(=O)c2cccs2)cc1,/,-17
O=C(NCC(=O)N(c1ccccc1)C(C(=O)NC1CCCC1)c1ccncc1)c1ccco1 (stereo not given),/,-19

Single values from above:
Under HIV RNase H inh, O=C(CCCn1c(=O)c2sccc2n(Cc2cc(=O)n3ccccc3n2)c1=O)NCc1ccco1 shows -14
Under HIV RNase H inh, CCOC(=O)c1ccc2c(c1)n(CCO)c(C)[n+]2CC shows 8

The listing continues.
structure,HIV RNase H inh,RmlCD inh mix
Cc1ccc(S(=O)(=O)ON=C2CCN(S(=O)(=O)c3ccccc3)CC2)cc1,/,-2
COc1ccc(N2C(=O)CSC23C(=O)N2CCCc4cccc3c42)cc1 (stereo not given),1,-9
CN1CCN(Cc2c(O)ccc3c2oc(=O)c2ccccc23)CC1,-5,-5
CCOc1cc2[nH]c(=O)n(Cc3ccccc3)c(=O)c2cc1OCC,/,-2
Cc1ccccc1C(=O)c1cccn1CC(=O)NCc1ccco1,-12,-8
CC1CC1C(=O)Nc1nc(-c2ccccn2)cs1 (stereo not given),/,9
O=C(O)/C=C\C(=O)NCc1ccccc1,/,-7
Cc1nc(Nc2nc(=O)c3ccccc3n2C)nc2c(C)cccc12,0,/
Cc1ccc(-c2c3c(=O)n(C)c(=O)n(C)c3cn2-c2ccccc2O)cc1,8,-8
CC1(C)CC(=O)C2=C(C1)OC(/N=C/N1CCOCC1)=C(C#N)C2c1ccccc1 (stereo not given),1,7
CC1(C)C(c2ccccc2)=NC(c2cccnc2)N1O (stereo not given),-4,11
Cc1ccc(NC2c3ncccc3C(=O)N2C2CCCCC2)cc1 (stereo not given),-6,-12
COC(=O)c1c[nH]n2c(=O)cc(CCl)nc12,/,10
CC(=O)Nc1cc(C(=O)c2ccccc2)ccc1N1CCOCC1,-18,-3
Cc1ccc2cc(C(c3nnnn3C(C)(C)C)N3CCCC3)c(=O)[nH]c2c1C (stereo not given),4,/
CCOC(=O)Cc1csc(NC(NC(=O)OCC)(C(F)(F)F)C(F)(F)F)n1,/,3
COC(=O)c1cccc(OC(N)=O)c1,-4,6
COc1ccccc1N1CCN(C(=O)CN(c2ccc(C)c(C)c2)S(C)(=O)=O)CC1,/,-30
O=C(Cn1cncn1)N/N=C/c1c2ccccc2cc2ccccc12,/,3
Cc1ccc(-n2ncc3c(=O)[nH]c(SCC(=O)N4CCOCC4)nc32)cc1,-22,/
Cc1ccc(NCN2C(=O)C3C4C=CC(C4)C3C2=O)cc1 (stereo not given),-11,9
CCC(CC)C(=O)OCC(=O)Nc1ccc(S(=O)(=O)N2CCOCC2)cc1OC,/,6
O=C(CCSc1ccc(F)cc1)Nc1ccc(-n2cnnn2)cc1,-2,-11
CN1CC(=O)Nc2ccc(F)cc2C1=O,-3,/
CN1C(=O)c2ccc(C(=O)NC3CCCCC3)cc2C1=O,-1,4
CCC(=O)Nc1ccc(N2CCN(Cc3ccccc3F)CC2)cc1,-7,0
CCn1c(=O)c(C(=O)Nc2cccnc2)c(O)c2ccccc21,28,/
CNc1nc(-c2c[nH]c3ccccc23)cs1,/,5
CCn1c(=O)c2cc(C(=O)NCCN3CCOCC3)sc2c2ccccc21,-18,/
C=CCn1c(N)cc(=O)nc1SC(C)C(=O)Nc1cccc2ccccc12 (stereo not given),/,-12

Compound profiles (already shown).
Entry for O=C(Cn1cncn1)N/N=C/c1c2ccccc2cc2ccccc12 = HIV RNase H inh = /; RmlCD inh mix = 3
Entry for CNc1nc(-c2c[nH]c3ccccc23)cs1 = HIV RNase H inh = /; RmlCD inh mix = 5

Next compounds.
structure,HIV RNase H inh,RmlCD inh mix
Cn1c(=O)c2c(=O)cc(NNC(=O)C(C)(C)C)[nH]c2n(C)c1=O,/,-9
COc1cccc(-c2nc(-c3ccc(NC(=O)c4cccs4)cc3)no2)c1,/,7
NC(N)=N/N=C/c1ccc(OCc2ccc(Cl)cc2)cc1,/,8
CC1CCCCN1S(=O)(=O)c1ccc(NC(=O)c2cccs2)cc1 (stereo not given),2,10
CC1CCCCN1C(=O)CSc1nc2cc3c(cc2c(=O)n1Cc1ccc2c(c1)OCO2)OCO3 (stereo not given),3,-18
CCCCCC#CCC#CCC#CCC#CCCCC(=O)O,97*,?
CCCn1c(CNC(=O)c2ccccc2)nc2ccccc21,-4,-5
O=C(C1CCC1)N1CCc2cc(S(=O)(=O)NCc3ccco3)ccc21,-38,-16
COC(Cc1n[nH]c(=S)n1-c1ccc(Cl)cc1)OC,/,4
CCOc1ccc(C(=O)CCN2CCCCC2)cc1,-9,/
O=C(CCc1ccccc1)Nc1cccc(NC(=O)CCc2ccccc2)c1,/,-11
COc1ccc(CCNC(=O)Cn2cnc3c2c(=O)n(C)c(=O)n3C)cc1OC,0,-9
CC1CCN(S(=O)(=O)c2ccc(NC(=O)Cc3ccccc3)cc2)CC1,/,-4
CC1(C)Cc2nc3sc4c(=O)n(CC(=O)NCc5ccco5)cnc4c3cc2CO1,0,8
COc1ccccc1NC(=O)CN1CCN(CC(=O)Nc2ccc3c(c2)OCCO3)CC1,-7,12
CCN(c1cccc(C)c1)S(=O)(=O)c1ccc2[nH]c(=O)c(=O)[nH]c2c1,-8,1
